Screens (PubChem BioAssay)
M1 PAM parental – nonselective activator or artifact in parental CHO-K1 calcium assay; activation, % at 3 µM; AID 602247; 0.02% of 360,000 active; ATP EC20, Fluo-8 calcium fluorescence; 0% at ATP EC20, 100% at ATP max;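 active = activation above the run cutoff, the mean activation of all test compounds plus 3 SD, cut at about 40% in these data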;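 also: peak over basal fluorescence ratio in a 140 s read after ATP addition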
OXTR potentiate – potentiates the human oxytocin receptor response; P30559; CHO-OTR cells, Fluo-8 calcium fluorescence, potentiator mode; 0% = oxytocin EC15, 100% = EC100; activation, % at 3 µM; 0.061% of 320,000 active; AID 2445;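 active = activation above that plate's cutoff, the mean activation of tested compounds plus 3 SD, cut at about 6.6% in these data, passing the limit was not always enough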;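 also: 100% uses oxytocin at 75 nM as the full agonist control; some results filed as inactive read as strong as hits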
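Assay system: CHO cell line stably expressing human OTR. Reagent: EC15 oxytocin agonist. Dosing: single dose, 3.0 µM nominal final compound concentration. Timing: compound 6 min at room temperature before oxytocin, 100 s read. Signal: kinetic Fluo-8 calcium fluorescence. Controls: oxytocin EC15 low and EC100 high.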
V1R ag counter – V1a receptor agonism, counter-screen for OXTR agonists; CHO-V1R cells, Fluo-8 calcium fluorescence, agonist mode; 0% DMSO, 100% 3 nM vasopressin; activation, % at 3 µM; P37288; 0.25% of 320,000 active;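 active = activation above the mean activation of all tested compounds plus 3 SD, per screening run, cut at about 20% in these data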;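 also: signal is peak over basal fluorescence ratio across a 100 second FLIPR read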
Target sequence (P37288 whole entry, looked up): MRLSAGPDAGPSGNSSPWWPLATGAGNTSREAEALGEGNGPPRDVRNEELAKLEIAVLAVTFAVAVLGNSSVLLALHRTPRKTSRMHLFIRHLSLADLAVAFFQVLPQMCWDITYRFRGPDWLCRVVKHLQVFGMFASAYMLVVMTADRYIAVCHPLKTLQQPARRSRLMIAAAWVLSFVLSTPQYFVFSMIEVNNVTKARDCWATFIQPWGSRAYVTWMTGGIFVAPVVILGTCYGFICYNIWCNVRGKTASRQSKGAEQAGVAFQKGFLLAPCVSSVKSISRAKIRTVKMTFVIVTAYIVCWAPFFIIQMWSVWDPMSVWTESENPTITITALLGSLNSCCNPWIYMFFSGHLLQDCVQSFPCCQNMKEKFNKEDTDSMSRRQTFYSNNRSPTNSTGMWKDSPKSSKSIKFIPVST
GPR7 antag – antagonists of human GPR7 (neuropeptides B/W receptor 1) | AID 1861 | 1.1% of 290,000 active | P48145 | GPR7-expressing cells, fluorescence antagonist assay | inhibition, % at 4.4 µM; in the data active = inhibition above about 16%, passing the limit was not always enough;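 also: cells stimulated with the agonist NPW; 0% = agonist with vehicle and 100% = vehicle without agonist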
TAAR1 antag – human TAAR1 antagonism | CHO RD-HGA16 TAAR1, Fluo-8 calcium fluorescence, antagonist | Q96RJ0 | inhibition, % at 3 µM | 1.5% of 360,000 active;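 active = inhibition above a per-plate cutoff, the mean inhibition of test compounds on that plate plus 3 SD, cut at about 49% in these data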;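 also: 0% = DMSO plus EC80 beta-PEA response and 100% = DMSO alone without agonist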
Target sequence (Q96RJ0 whole entry, looked up): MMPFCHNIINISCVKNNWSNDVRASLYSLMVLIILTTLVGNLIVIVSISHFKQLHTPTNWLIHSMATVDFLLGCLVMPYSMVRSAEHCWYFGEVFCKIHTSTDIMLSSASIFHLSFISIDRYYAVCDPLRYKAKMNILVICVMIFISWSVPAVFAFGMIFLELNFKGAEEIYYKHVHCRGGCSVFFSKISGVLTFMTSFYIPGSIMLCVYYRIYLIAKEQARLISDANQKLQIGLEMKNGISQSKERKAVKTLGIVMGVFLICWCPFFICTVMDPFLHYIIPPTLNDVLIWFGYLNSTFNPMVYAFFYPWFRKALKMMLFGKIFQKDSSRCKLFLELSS
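Test system – hTAAR1-expressing CHO RD-HGA16 cells, Gα16-coupled · Also added – β-PEA at EC80 concentration, post-compound challenge · Compound – 3 µM, single point · Incubation – dye loading 75 min at 37 °C, then 30 min room temperature · Measured by – Fluo-8 intracellular calcium dye fluorescence, real-time kinetic reads · Benchmarks – vehicle and agonist controls · Replicates – singlicate, one well per test compound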
M1 ag parental – counter-screen for M1 agonists: effect in parental CHO-K1 cells; Fluo-8 calcium fluorescence; scaled to maximal ATP response, vehicle zero; activation, % at 3 µM; 0.48% of 360,000 active; in the data active = activation above about 15%;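 also: untransfected CHO-K1 host cells lacking M1 receptor as counterscreen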
OXTR agonist – activates the human oxytocin receptor. 0.32% of 320,000 active. P30559. CHO-OTR cells, Fluo-8 calcium fluorescence; normalized: DMSO 0%, oxytocin 100%. activation, % at 3 µM;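 active = activation above the mean of all tested compounds plus 3 SD, cutoff set per screening run, cut at about 20% in these data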;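 also: peak over basal fluorescence ratio from a 100 s FLIPR kinetic read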
CHO parental Ca – counter-screen: ATP calcium response change in parental CHO cells; inhibition, % at 5.6 µM; AID 463079; parental CHO-K1, ATP-induced calcium, Fluo-8 fluorescence; 0.63% of 330,000 active;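 active = inhibition above that plate's mean sample inhibition plus 3 SD, cut at about 26% in these data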;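 also: 0% = ATP-challenged DMSO wells and 100% = DMSO wells without ATP; some compounds past the cut are filed as inactive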
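Assay system – parental CHO cells · Reagent – ATP stimulus · Detection – intracellular calcium via Fluo-8 no-wash fluorescent dye · Evaluation – percent inhibition of ATP-evoked calcium rise, normalized to controls · Controls – ATP wells versus no-ATP DMSO wells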
CHO-K1 Ca antag – M1 antagonist counterscreen hit in parental CHO-K1 cells; ATP-induced calcium, Fluo-8 fluorescence; inhibition, % at 3 µM; 0.6% of 360,000 active; AID 602250;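 active = inhibition above a per-plate cutoff, the plate's mean sample inhibition plus 3 SD, cut at about 24% in these data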;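 also: 0% = DMSO plus EC80 ATP and 100% = DMSO alone without ATP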
* = called active by the depositor; . = not tested or not shown.

SMILES	M1 PAM parental	OXTR potentiate	V1R ag counter	GPR7 antag	TAAR1 antag	M1 ag parental	OXTR agonist	CHO parental Ca	CHO-K1 Ca antag
O=C(COC(=O)CCOc1ccccc1)NCCC1=CCCCC1	16	-3	-1.6	-15	-2	-0.1	-1.4	-18	-12
O=C(CN(C(=O)c1csnn1)c1cccc2c1CCCC2)NCc1ccc(F)cc1	4	-10	2.9	3	0	2.4	-0.9	-16	-5
Cc1ccc(S(=O)(=O)c2nc(-c3cccs3)oc2SCC(N)=O)cc1	-5	-10	-0.3	-13	2	0.7	0.8	-24	7
NC(=O)C1CCN(C(=O)c2ccc(OCC(=O)Nc3cccc(C(F)(F)F)c3)cc2)CC1	9	-2	5.0	.	-46	1.4	0.6	-11	-4
CCN(CC)S(=O)(=O)c1ccc(/C=C/C(=O)OCC(=O)NNC(=O)c2ccc(OC)cc2)cc1	0	-4	0.2	.	-14	0.0	0.6	-14	-7
CC1CC(O)C(C)CN1 (stereo unspecified)	-2	.	.	6	-14	-0.2	.	.	0
Cc1ccccc1NC(=O)c1ccc(OCC(=O)Nc2ccccc2F)cc1	18	-5	1.6	-4	6	2.7	1.2	-15	-4
CC(=O)c1ccc(NC(=O)C(C)Sc2nnnn2C)cc1 (stereo unspecified)	14	-2	0.8	4	8	0.7	0.6	-9	-3
COC(=O)c1cc(NC(=O)C2CC(=O)NC(=NCc3ccc(OC)cc3)S2)cc(C(=O)OC)c1 (stereo unspecified)	4	-10	0.3	-2	-6	0.0	-0.1	-5	9
COc1ccc2c(c1)CCC1C2=NN(/C(C)=C/C(C)=O)C1c1cccc(F)c1 (stereo unspecified)	-7	0	-0.5	-9	-23	0.9	-1.2	-11	-1
OCCC1CN(Cc2cnc(-c3ccccc3)s2)CCN1C1CCCC1 (stereo unspecified)	-10	-1	1.3	-6	11	-0.1	1.0	-13	13
Cc1cccc(NC(=O)CCSc2nc(C)cc(C)n2)c1	-5	-16	0.8	1	-11	0.0	-0.8	2	15
Cn1cccc1C(=O)c1ccc(Cl)cc1Cl	18	2	-1.5	-8	2	-0.1	-2.1	-9	-8
Cn1nnnc1SCc1cccc(CSc2nnnn2C)n1	-10	-5	0.3	-4	0	0.0	-0.2	0	7
Cc1cc(NC(=O)CCCn2nc(C)c([N+](=O)[O-])c2C)no1	1	4	1.0	-16	-15	-0.2	1.2	-15	-6
N#Cc1c(N2CCCCC2)nc(N)c2c(N)nc3c(c12)CC(c1ccccc1)O3 (stereo unspecified)	8	-10	-0.8	-2	-10	0.1	-0.6	-24	-1
O=C1CCCC(NCCCCCCNC2=C([N+](=O)[O-])C(=O)CCC2)=C1[N+](=O)[O-]	11	.	.	-1	-10	0.2	.	.	4
COc1ccc(CC(NC(C)=O)C(=O)NC2CCN(c3c(Cc4ccccc4)c(C)nc4ncnn34)CC2)cc1OC (stereo unspecified)	.	-3	-0.3	-9	-4	.	-0.7	-6	.
Cc1ccc2c(C)c(C(=O)N3CCC(C(N)=O)(N4CCCCC4)CC3)oc2c1C	2	.	.	.	-3	3.8	.	.	-5
CCOc1cc(/C=N/NC(N)=O)cc(Br)c1OCc1ccccc1F	23	-2	-0.1	-15	6	0.7	-2.1	-25	-13
Cc1cccc(C(=O)Nc2ccc(C(=O)Nc3ccc(O)cc3)cc2)c1	1	-3	0.2	6	33	1.8	0.8	-3	6
CC(C)Cn1cnc2c1c(=O)[nH]c(=O)n2Cc1ccccc1	17	-1	0.2	-14	-6	4.6	-0.8	-5	-11
COc1cc(NC(=O)COC(=O)CO/N=C(\C)c2ccc3c(c2)OCO3)cc(OC)c1OC	10	-20	8.2	.	48	1.3	10	9	-8
Cc1ccn2c(=O)nc(SCC(=O)N3CCC(Cc4ccccc4)CC3)nc2c1	-7	-5	-1.4	.	-10	1.3	-1.8	-7	-6
FC(F)(F)c1ccccc1NC(=S)N1CCCCCC1	-6	.	.	-4	-17	0.5	.	.	-11

An excerpt from above, showing only V1R ag counter and M1 ag parental.
structure	V1R ag counter	M1 ag parental
COc1cc(NC(=O)COC(=O)CO/N=C(\C)c2ccc3c(c2)OCO3)cc(OC)c1OC	8.2	1.3
Cc1ccn2c(=O)nc(SCC(=O)N3CCC(Cc4ccccc4)CC3)nc2c1	-1.4	1.3
Cc1cc(NC(=O)CCCn2nc(C)c([N+](=O)[O-])c2C)no1	1.0	-0.2

Next part:
SMILES	M1 PAM parental	OXTR potentiate	V1R ag counter	GPR7 antag	TAAR1 antag	M1 ag parental	OXTR agonist	CHO parental Ca	CHO-K1 Ca antag
Cc1ccc(OCCNC(=O)CCNS(=O)(=O)c2ccc3ccccc3c2)cc1	-13	-8	3.9	.	11	0.5	2.8	-28	2
CCC(CC)C(=O)Nc1cccc(C(=O)Nc2ccc(S(N)(=O)=O)cc2)c1	-9	-2	1.1	-18	-1	-0.2	0.1	-4	20
CN1CCN(Cc2ccc(OCc3ccccc3)cc2)CC1	12	-1	1.5	15	10	3.7	3.2	-3	-9
O=c1c([N+](=O)[O-])cc(C(F)(F)F)cn1Cc1c(Cl)cccc1Cl	6	2	-1.6	7	-6	0.1	-2.1	-17	4
Cc1oc(-c2ccc(Cl)cc2)cc1C(=O)O	10	3	0.3	18	-29	3.5	-0.6	-7	-6
O=C(COC(=O)/C=C/c1ccc(Cl)cc1)NCCN1C(=O)CSC1=O	7	-5	3.4	-5	6	4.4	3.2	9	-9
Cc1ccc2cc3c(NC(=O)C4CCCO4)nn(CC(C)C)c3nc2c1 (stereo unspecified)	17	-1	-1.7	-1	1	1.1	-1.7	-15	-10
Cc1cc(C)cc(-n2nnnc2SCC(=O)N2CCOCC2)c1	19	-7	-0.4	-9	22	0.4	-1.0	-6	-18
CCOC(=O)C(C)Sc1nnc(CSc2nc3nc(C)cc(C)n3n2)o1 (stereo unspecified)	24	-4	1.6	6	-4	1.7	0.9	-10	-10
O=C(NCCc1c[nH]c2ccccc12)/C(=C\c1ccco1)NC(=O)c1ccco1	-4	-3	0.4	-10	-15	2.0	-0.3	-15	9
Cc1ccccc1NC(=O)CCN1CCN(C)CC1	8	.	.	-13	-7	0.3	.	.	-11
CC(C)(C)NC(=O)C12CCC(C)(c3nc4ccccc4nc31)C2(C)C (stereo unspecified)	2	7	-1.6	-5	-2	-0.9	-2.7	-25	-20
Cc1ccc(/C=N/NC(=O)c2csc3c2CCCC3)cc1	5	-10	0.2	1	34	0.8	-2.2	-19	5
Cc1ccc(S(=O)(=O)NC(CC(C)C)C(=O)Oc2ccc3c4c(c(=O)oc3c2)CCC4)cc1 (stereo unspecified)	-12	-12	1.4	-2	67*	3.4	1.4	-22	25*
C=CCn1c(N2CCOCC2)nc2c1c(=O)[nH]c(=O)n2C	24	-4	-0.7	-18	-11	1.2	0.2	0	-17
CCOC(=O)c1cnn(-c2nc(-c3ccccc3F)cs2)c1C(F)(F)F	-3	-12	0.3	-1	-14	0.1	0.7	-10	-1
O=C(CCc1nc2ccccc2[nH]1)N1CCN(C(=O)c2ccco2)CC1	10	3	3.6	-10	-9	0.6	0.8	-4	-4
CCOC(=O)C1=C(c2ccccc2)NC(=O)NC1c1cccc(OC)c1OC (stereo unspecified)	18	10	2.5	.	-8	4.9	1.2	-9	2
COc1ccc(/C=N/NC(=O)CNC(=O)c2ccc(S(=O)(=O)N3CCCC3)cc2)c(OC)c1	16	-3	-0.4	-2	15	1.8	-0.7	-7	-3
C[C@H](CO)N1C[C@H](C)[C@@H](CN(C)Cc2ccccc2F)Oc2ncc(Br)cc2C1=O	7	.	.	.	-19	0.5	.	.	-5
CCN(Cc1ccncc1)C(=O)c1cc(Br)cc(Br)c1O	-5	-8	-0.9	-1	10	0.3	0.0	-7	-5
CCCNC(=O)CN1C(=O)c2ccccc2Sc2ncccc21	18	-9	0.4	-2	2	1.2	-0.1	0	-19
O=[n+]1c2c(n([O-])c3cc(F)ccc31)CCCC2	8	-11	-0.5	0	10	0.9	-0.7	-2	-10
O=C(CCc1ccccc1)Nc1ccc(S(=O)(=O)Nc2nccs2)cc1	7	8	0.4	-5	-15	0.1	0.9	2	-7
O=C(CN1CCOCC1)c1c[nH]c2ccccc12	12	-7	0.5	3	6	0.4	1.7	-2	-6

Following part.
SMILES	M1 PAM parental	OXTR potentiate	V1R ag counter	GPR7 antag	TAAR1 antag	M1 ag parental	OXTR agonist	CHO parental Ca	CHO-K1 Ca antag
Cc1onc(-c2c(F)cccc2Cl)c1C(=O)c1ccccc1O	-2	-10	2.0	-8	16	4.7	0.6	-7	7
Cc1cc(C)cc(N(C(=O)C(F)(F)F)C(C(=O)NC2CCCCC2)c2cccs2)c1 (stereo unspecified)	11	4	-0.1	-4	8	3.3	-0.8	-14	-16
O=C(Nc1ccc2c(c1)OCO2)c1ccc(Br)s1	15	-6	0.3	-1	6	2.3	-1.4	-12	-31
CCCCN1CN(S(=O)(=O)c2ccc(OC)cc2)c2nc3ccccc3nc21	16	-5	-1.0	-5	-22	0.4	-2.4	-42	-21
Cn1cnc(S(=O)(=O)Nc2cc(C(F)(F)F)ccc2N2CCOCC2)c1	8	2	0.5	-12	-10	1.3	0.8	-5	-8
CCc1cc(=O)oc2c(C)c(OC(C)C(=O)N3CCC[C@@H]3C(=O)O)ccc12 (stereo partly specified)	13	2	0.9	5	-13	0.3	0.4	-18	0
COc1cc(CC(=O)OCC(=O)NC2CCCC2)cc(OC)c1OC	16	-4	1.1	.	-15	0.5	0.7	-6	-20
CC(=C\C(=O)O)/C(=C/c1ccc(C)o1)C(=O)O	30	-9	-0.2	-10	-1	0.8	-0.9	0	-18

Five compounds from above, sorted by the value under TAAR1 antag, ascending:
Structure	TAAR1 antag
COc1cc(CC(=O)OCC(=O)NC2CCCC2)cc(OC)c1OC	-15
CCc1cc(=O)oc2c(C)c(OC(C)C(=O)N3CCC[C@@H]3C(=O)O)ccc12 (stereo partly specified)	-13
CC(=C\C(=O)O)/C(=C/c1ccc(C)o1)C(=O)O	-1
O=C(Nc1ccc2c(c1)OCO2)c1ccc(Br)s1	6
Cc1onc(-c2c(F)cccc2Cl)c1C(=O)c1ccccc1O	16
